# Assay outcomes as filed in PubChem BioAssay.
# TRPC4 inh = inhibitors of mouse TRPC4 channel. HEK293 TRPC4beta/mu-opioid, DAMGO-evoked Fluo4 calcium flux; active compounds read low. AID 2247. Q9QUQ5. actives 0.39% (n = 300,000). B-score at 10 µM;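 active = B-score over 3 SD under the library average, no early fluorescence shift, positive overall ratio signal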
#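 Test system – stable TRPC4beta/mu-opioid receptor HEK293 cells · Probe or stimulus – DAMGO, a submaximal dose followed by a maximal one · Dosing – one concentration per compound · Signal – Fluo4 calcium fluorescence by kinetic imaging, 5 s 1 Hz baseline · Evaluation – per-well B score of integrated baseline-normalized Fluo4 ratio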
# AI-2 QS mod = modulators of Vibrio harveyi AI-2 quorum sensing system; actives 0.4% (n = 300,000); AID 2094; activity change, % at 7.5 µM; Vibrio harveyi JMH597 AI-2 luminescence/OD600 ratio, 9 h; active compounds read low; strain lacks LuxN and CqsS sensors; 0 = neutral-control median; in the data active = activity change below about -75%, passing the limit was not always enough;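 note: luminescence divided by OD600 gain over 9 h not by final OD600 alone; inactives centre near 13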
# TRPC6 activator = mouse TRPC6 channel activation; HEK293-TRPC6 membrane potential dye fluorescence; active compounds read high; B-score at 10 µM; actives 0.13% (n = 310,000);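 active = B-score of the integrated fluorescence ratio above library mean plus 3 SD, and starting fluorescence ratio within library mean plus 5 SD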;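 note: higher score means more depolarization so channel activation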
# HIF activator = HIF pathway transcriptional activation; U2OS HRE-luciferase reporter, luminescence; normalized: DMSO 0%, desferrioxamine 100%; activation, % at 7.5 µM (by protocol); actives 0.32% (n = 300,000);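 active = mean activation of at least 10% of the iron chelator positive control signal, with at least half of replicates also reaching 10%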
# MrgX1 antagonist = human MrgX1 receptor antagonism, primary screen; Q96LB2; MRGX1-HEK293 calcium flux, Fluo-4, BAM8-22 antagonism; active compounds read low; B-score at 10 µM; actives 1.3% (n = 310,000); AID 588676;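 active = calcium-response B-score plate-corrected more than 3 library SD below zero, starting fluorescence within 5 deviations, no agonist response on first addition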;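 note: peak minus trough fluorescence over baseline after final BAM8-22 challenge near maximal dose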
# Target sequence (Q96LB2 whole entry, looked up): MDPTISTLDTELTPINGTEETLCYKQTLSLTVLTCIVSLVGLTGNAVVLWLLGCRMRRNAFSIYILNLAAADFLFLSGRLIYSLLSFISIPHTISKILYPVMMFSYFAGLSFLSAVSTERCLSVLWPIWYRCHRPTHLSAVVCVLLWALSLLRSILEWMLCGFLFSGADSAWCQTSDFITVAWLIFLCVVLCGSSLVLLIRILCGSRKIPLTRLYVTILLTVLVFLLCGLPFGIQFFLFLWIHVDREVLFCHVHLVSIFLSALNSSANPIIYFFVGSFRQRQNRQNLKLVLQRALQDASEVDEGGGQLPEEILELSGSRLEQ
# TRPC4 act = activators of mouse TRPC4 channel. Q9QUQ5. HEK293 TRPC4beta/mu-opioid, Fluo4 calcium fluorescence; active compounds read high. B-score at 10 µM. actives 0.49% (n = 310,000). AID 2237;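 active = B-score above 5 SD of library B-scores, and initial fluorescence ratio not above library mean plus 5 SD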;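 note: positive B-score marks a calcium rise read as TRPC4 activation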
#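 System: HEK293 cells stably co-expressing mouse TRPC4beta and mu-opioid receptor; Schedule: Fluo4 dye loading 45 min at room temperature, 110 s recording; Detection: Fluo4 fluorescence, kinetic; Evaluation: B-scored integrated calcium fluorescence ratio; Controls: buffer (low) and maximal DAMGO (high).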
# PolyA inhibitor = inhibitors of polyadenylation in S. cerevisiae; calls only at 12 µM; AID 1875; S. cerevisiae SKY197-pL101 polyadenylation reporter, beta-gal luminescence; efflux-impaired pdr1/pdr3 knockout yeast; score 100 = 6 SD above DMSO; actives 0.02% (n = 300,000);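 active = lowest replicate activity score at least 50, where 100 means six control SD above control mean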;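 note: yeast exposed to compound for 9 h at 30 °C; higher score means more reporter readthrough which indicates perturbed polyadenylation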
# MrgX1 PAM = allosterically activates human MrgX1 receptor signaling; Q96LB2; MrgX1-HEK293, Fluo-4 calcium flux, FDSS; active compounds read high; B-score at 10 µM; actives 0.63% (n = 310,000); AID 588675;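 active = plate-corrected calcium response at least 3 library SD above typical, normal starting fluorescence, not activating the receptor alone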;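 note: compound read alongside a low EC10 to EC30 dose of BAM8-22 agonist; peak minus trough fluorescence over baseline measured at the second addition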
# MrgX1 ag = activates human MrgX1 receptor signaling; AID 588627; actives 0.44% (n = 310,000); MrgX1-HEK293 cells, Fluo-4 calcium fluorescence, agonist mode; active compounds read high; B-score at 10 µM; Q96LB2;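 active = calcium response B-score plate-corrected fluorescence ratio at least 3 library SD, with starting fluorescence B-score inside 5 SD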
#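 System: HEK293 cells stably expressing human MrgX1 receptor; Dosing: test compound in the initial addition of three; Schedule: overnight plating, then 30 min 37 °C plus 30 min room-temperature dye loading; Detection: kinetic calcium dye fluorescence, Fluo-4 NW; Controls: per-plate positive and negative controls for Z′ factor.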
# TRPC4 potent = allosterically enhances the mouse TRPC4 cation channel | Q9QUQ5 | actives 0.42% (n = 310,000) | HEK293 TRPC4beta/mu-opioid, DAMGO EC20, Fluo-4 Ca2+ flux; active compounds read high | B-score at 10 µM | AID 2227;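 active = B-score of calcium response area above 5 SD of library B-scores, with initial fluorescence ratio within 5 SD of library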;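 note: B-score of integrated fluorescence ratio over time as area under calcium response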
# TRPC6 inhibitor = inhibitors of mouse TRPC6 channel; HEK293-TRPC6, membrane potential dye, ACh-evoked depolarization; active compounds read low; B-score at 10 µM; actives 1.1% (n = 310,000); AID 2553;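 active = B-score under library mean minus 3 SD, initial fluorescence not abnormally high, positive integrated signal ratio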;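 note: B-score derived from integrated fluorescence ratio over the kinetic read; more negative B-score means stronger inhibition of depolarization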
# * marks the source's active call; other numbers are inactive results; i = inactive; . = not tested or not shown. Only part of the results is shown; rates above refer to the full screens.
SMILES,TRPC4 inh,AI-2 QS mod,TRPC6 activator,HIF activator,MrgX1 antagonist,TRPC4 act,PolyA inhibitor,MrgX1 PAM,MrgX1 ag,TRPC4 potent,TRPC6 inhibitor
Cc1nc(NC(=O)C2CC2)sc1C(=O)Nc1ccccc1,i,9,i,0.0,i,i,i,i,i,i,i
COC(=O)c1cc(OC)c(OC)cc1NC(=O)Cn1nnc(-c2ccccc2Cl)n1,i,15,i,0.1,i,i,i,i,i,i,i
Cc1ccc(/C=C/C(=O)NCc2ccccn2)o1,i,27,i,-0.1,i,i,i,i,i,i,i
CCCOc1ccc(C(=O)OCCN2CCCCC2)c(O)c1,i,10,i,0.3,i,i,i,i,i,i,i
O=C(NCCS(=O)(=O)N1CCN(c2ccccc2)CC1)c1ccc(Br)o1,i,-2,i,-0.5,i,i,i,i,i,i,i
CC(C)C(c1nnnn1C(C)(C)C)N1CCN(Cc2cccnc2)CC1 (stereo unspecified),i,2,i,0.6,i,i,i,i,i,i,i
CCN(CC)S(=O)(=O)c1ccc(N2CCOCC2)c(NC(=O)c2ccc3ccccc3c2)c1,i,19,i,-0.2,i,i,i,i,i,i,i
COc1ccc(-c2ncnc(C(F)(F)F)c2-c2csc(C)n2)c(O)c1,i,1,i,-1.1,i,i,i,i,i,i,i
COc1cccc(CNC(=O)N2CCN(c3ccccc3)CC2)c1,i,32,i,-0.2,i,i,i,i,i,i,i
COCCCn1c(SCC(=O)Nc2ccc(C)cc2)nc2ccccc2c1=O,i,20,i,-0.5,i,i,i,i,i,i,i
CCn1c(C2CCN(S(=O)(=O)c3ccc(OC)cc3)CC2)n[nH]c1=S,i,32,i,0.1,i,i,i,i,i,i,i
COc1ccccc1OCC(=O)Nc1ccc(NC(=O)COc2ccccc2OC)cc1,i,34,i,0.7,i,i,i,i,i,i,i
CCOC(=O)CCNC(=O)N1CCC(CCOc2ccccc2)(C(=O)OCC)CC1,i,23,i,0.9,i,i,i,i,i,i,i
Cc1c(C(=O)OCC(=O)N2C(C)CCCC2C)oc2ccccc12 (stereo unspecified),i,-2,i,3.4,i,i,i,i,i,i,i
O=S(=O)(Nc1ncccn1)c1cc(Cl)ccc1Cl,i,20,i,0.1,i,i,.,i,i,i,i
COc1ccccc1Nc1nc(N)nc(CN2CCN(c3ccccc3F)CC2)n1,i,5,i,0.8,i,i,i,i,i,i,i
COCCNC(=O)CSc1ccc(C)cc1,i,33,i,0.3,i,i,i,i,i,i,i
COc1ccccc1NC(=O)CSc1nc2ccccc2c(=O)n1CCNC(C)=O,i,9,i,-0.4,i,i,i,i,i,i,i
CN(C)CCCN(C(=O)COc1ccc(Cl)cc1)c1nc2cc3c(cc2s1)OCO3,i,12,i,-3.3,i,i,i,i,i,i,i
Nc1ccc(Br)c2c1C(=O)c1ccccc1C2=O,i,17,i,0.3,i,i,i,i,i,i,i
Cc1nnc(SCC(=O)N(C)c2c(N)n(Cc3ccccc3)c(=O)[nH]c2=O)n1Cc1ccccc1,i,20,i,-0.2,i,i,i,i,i,i,i
Cc1ccc(-c2oc3ccccc3c(=O)c2OCC(=O)O)cc1,i,37,i,-0.1,i,i,i,i,i,i,i
COc1cc(S(=O)(=O)N2CCN=C2c2ccccc2)ccc1Cl,i,58,i,0.1,i,i,i,i,i,i,i
CN(C)c1ccc(N2C(=NC(=O)C3CCCO3)SC3CS(=O)(=O)CC32)cc1 (stereo unspecified),i,0,i,0.4,i,i,i,i,i,i,i
CCC(C)Nc1nc(SC(C(C)=O)C(C)=O)nc(N(C)C)n1 (stereo unspecified),i,6,i,-0.3,i,i,i,i,i,i,i
COc1ccc2cc3cc(C(=O)NCCN4CCc5ccccc5C4)oc3nc2c1,i,.,i,0.8,i,i,i,i,i,i,i
COc1ccc(OC)c(CN2CCN(C(=O)c3ccc(NS(=O)(=O)c4cccc([N+](=O)[O-])c4)cc3)CC2)c1,i,24,i,-0.1,i,i,i,20*,i,i,i
S=c1[nH]nc(COc2ccccc2)n1/N=C/c1cccs1,i,23,i,0.2,i,i,i,i,i,i,i
Cc1cc(S(=O)(=O)NC(C)C)ccc1OCC(=O)N1CCOCC1,i,20,i,0.3,i,i,i,i,i,i,i
COc1ccc(C2C3=C(CC(C)(C)CC3=O)Nc3n[nH]c(C)c32)cc1 (stereo unspecified),.,7,i,-0.4,i,i,i,i,i,i,i
COc1ccccc1-n1c(SCC(=O)N2CCOCC2)nc(O)c(Cc2ccccc2)c1=O,i,15,i,-0.1,i,i,i,i,i,i,i
COc1ccc(NC(=O)Cn2nnc3sc4c(c3c2=O)CC(C)(C)OC4)cc1,i,30,i,0.0,i,i,i,i,i,i,i
COc1ccc(C(CNC(=O)c2ccc(NS(=O)(=O)c3ccc(F)c(C)c3)cc2)N(C)C)cc1 (stereo unspecified),i,-3,i,-0.3,i,i,i,i,i,i,i
Cc1cccn2cc(-c3cccc(NC(=O)c4cccs4)c3)nc12,i,17,i,1.9,i,i,i,i,i,i,i
COc1ccc(C(C(=O)NC2CCCC2)N(C(=O)c2csnn2)C2CCCC2)cc1 (stereo unspecified),i,10,i,-0.2,i,i,i,i,i,i,-6.3*
O=C(NCc1nnc(SCC(=O)N2CCCC2)o1)c1ccccc1F,i,17,i,-6.4,i,i,i,i,i,i,i
CN1CCN(C(=O)c2cnn(-c3ccccc3)c2NC(=O)c2ccccc2F)CC1,i,11,i,0.3,i,i,i,i,i,i,i
Cc1cc(C)c(NC(=O)CNC(=O)COC(=O)C2CCN(c3ccc(C(F)(F)F)cn3)CC2)c(C)c1,i,10,i,-0.3,i,i,i,7*,i,i,i
OCCN(CCO)c1ncnc2c1oc1ccc(Br)cc12,i,16,i,-0.2,i,i,i,i,i,i,i
O=[N+]([O-])c1ccccc1S(=O)(=O)N1CCN(Cc2ccsc2)CC1,i,16,i,-0.1,i,i,i,i,i,i,i
O=C(CCN1CCN(CCO)CC1)Nc1ccccc1,i,25,i,-1.0,i,i,i,i,i,i,i
Cc1cc(C)nc(NS(=O)(=O)c2ccc(N/C=C3\CCCC3=O)cc2)n1,i,13,i,0.2,i,i,i,i,i,i,i
Cc1cc(OCC(=O)NCCc2ccc(Cl)cc2)c2c(C)cc(=O)oc2c1,i,25,i,-0.5,i,i,i,i,i,i,i
CC(C)N(C)C(=O)C(=O)c1cccn1-c1cccc(Cl)c1C#N,i,22,i,0.1,i,i,i,i,i,i,i
CCOc1cnc(-c2c(-c3c(Cl)cccc3Cl)noc2C)o1,i,8,i,-0.3,i,i,i,i,i,i,i
Cc1cc(OC(C)C(=O)NCC(O)c2ccccc2)c2c(C)cc(=O)oc2c1 (stereo unspecified),i,19,i,-0.4,i,i,i,i,i,i,i
O=C(Nc1ccc(Cl)cc1)Nn1cnc2ccccc2c1=O,i,-98*,i,0.7,i,i,i,i,i,i,i
Cc1ccc(OCC(=O)N(Cc2ccccc2)C(C)C)c([N+](=O)[O-])n1,i,5,i,-0.5,i,i,i,i,i,i,i
CCc1ccccc1NC(=O)Nc1cnccn1,i,21,i,0.4,i,i,i,i,i,i,i
COc1ccccc1C(=O)Nc1cc(C)ccc1NC(=O)c1ccco1,i,2,i,-0.4,i,i,i,i,i,i,i
O=C(CN1C(=O)C2(OCCCO2)c2ccccc21)NCc1ccccc1,i,9,i,0.2,i,i,i,i,i,i,i
CCn1c2ccccc2c2cc(CC(N)=O)ccc21,i,14,i,0.1,i,i,i,i,i,i,i
CCNC(=O)NC(=O)COC(=O)c1ccccc1SCC(=O)NC(=O)NCC,i,42,i,2.2,i,i,i,i,i,i,i
CC(=O)c1cccc(S(=O)(=O)N2CCC(C(=O)O)(c3ccccc3)CC2)c1,i,14,i,-0.3,i,i,i,i,i,i,i
CN(CC(=O)Nc1cccc(F)c1)C(=O)c1ccc2c(=O)n3c(nc2c1)CCC3,i,46,i,1.0,i,i,i,i,i,i,i
O=C1c2ccccc2NC(c2ccccc2)N1c1ccc(O)cc1 (stereo unspecified),i,21,i,0.2,i,i,.,i,i,i,i
CCc1ccc(-c2cc(C)no2)cc1S(=O)(=O)Nc1cc(C)on1,i,14,i,-0.6,i,i,i,i,i,i,i
COc1ccc(C(=O)NCc2nnc(SCC(=O)N3CCCCC3)o2)cc1,i,7,i,0.2,i,i,i,i,i,i,i
Cc1cccc(NC(=O)CSc2nnc(-c3ccccc3)n2N)c1,i,24,i,2.5,i,i,i,i,i,i,i
CCN(CC)S(=O)(=O)c1ccc(NC(=O)c2cc(-c3ccccc3)nc3ccccc23)cc1,i,-3,i,-13,i,i,i,i,i,i,i

# Next section, starting with the last three of the part before.
SMILES,TRPC4 inh,AI-2 QS mod,TRPC6 activator,HIF activator,MrgX1 antagonist,TRPC4 act,PolyA inhibitor,MrgX1 PAM,MrgX1 ag,TRPC4 potent,TRPC6 inhibitor
COc1ccc(C(=O)NCc2nnc(SCC(=O)N3CCCCC3)o2)cc1,i,7,i,0.2,i,i,i,i,i,i,i
Cc1cccc(NC(=O)CSc2nnc(-c3ccccc3)n2N)c1,i,24,i,2.5,i,i,i,i,i,i,i
CCN(CC)S(=O)(=O)c1ccc(NC(=O)c2cc(-c3ccccc3)nc3ccccc23)cc1,i,-3,i,-13,i,i,i,i,i,i,i
COc1ccc(N=C2NC(=O)CS2)c([N+](=O)[O-])c1,i,22,i,0.1,i,i,i,i,i,i,i
CNC(=O)N(O)C1N(C)C(=O)N(CC(=O)OC)C1(C)C (stereo unspecified),i,16,i,0.2,i,i,i,i,i,i,i
CNC(=O)CSc1nnc(-c2ccco2)n1-c1cccc(C)c1,i,3,i,3.6,i,i,i,i,i,i,i
COc1cc2c(=O)n(Cc3ccco3)c(=O)n(CC(=O)c3ccc(Br)cc3)c2cc1OC,i,24,i,-0.4,i,i,i,i,i,i,i
